CHRM4 PAM: positive allosteric modulators of human muscarinic M4 receptor | activation, % at 3 µM | AID 624126 | CHO-K1 hM4/Gqi5, Fluo-8 calcium fluorescence, ACh EC20; 0% = ACh EC20, 100% = maximal ACh | P08173 | 360,000 tested, 0.4% active;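 active = activation above its plate's cutoff, the mean activation of sample wells plus 3 SD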; also: some results filed as inactive read as strong as hits
CHRM4 agonist: CHRM4 agonism in calcium assay; P08173; CHO-K1 hM4/Gqi5, Fluo-8 calcium fluorescence; vehicle 0%, full acetylcholine response 100%; activation, % at 3 µM; 360,000 tested, 0.14% active; AID 624127;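 active = activation above the run mean over all test wells plus 3 SD, cut at about 32% in these data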;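 also: peak over basal fluorescence ratio per well then scaled between controls; 0% = DMSO wells and 100% = acetylcholine at EC100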
CHRM5 PAM: potentiates acetylcholine response at human M5 receptor; CHO-K1 hM5, Fluo-8 calcium, ACh EC20 PAM; 0% = ACh EC20, 100% = ACh EC100; P08912; activation, % at 3 µM; 360,000 tested, 0.3% active;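 active = activation above the run cutoff, the mean activation of all test compounds plus 3 SD, cut at about 18% in these data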
Target sequence (P08912 whole entry, looked up): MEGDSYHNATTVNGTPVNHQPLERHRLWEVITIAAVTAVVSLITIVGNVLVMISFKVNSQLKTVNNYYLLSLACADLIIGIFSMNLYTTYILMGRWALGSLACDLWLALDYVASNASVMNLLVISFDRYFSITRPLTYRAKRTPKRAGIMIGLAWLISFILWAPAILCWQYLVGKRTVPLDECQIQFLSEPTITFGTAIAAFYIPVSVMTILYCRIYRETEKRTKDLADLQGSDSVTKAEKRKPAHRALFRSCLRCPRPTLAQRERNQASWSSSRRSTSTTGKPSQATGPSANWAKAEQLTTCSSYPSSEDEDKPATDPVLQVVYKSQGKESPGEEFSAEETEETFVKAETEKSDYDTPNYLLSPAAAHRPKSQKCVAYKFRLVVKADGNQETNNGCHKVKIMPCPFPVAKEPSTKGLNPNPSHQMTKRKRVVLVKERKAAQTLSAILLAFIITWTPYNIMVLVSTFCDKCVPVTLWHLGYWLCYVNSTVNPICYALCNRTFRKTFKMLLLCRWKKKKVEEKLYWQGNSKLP
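Replicates: One well per compound, no replicates | System: Human M5 receptor in CHO-K1 cells | Benchmarks: Low control EC20 acetylcholine (0%), high control EC100 acetylcholine (100%) | Probe or stimulus: Acetylcholine, EC20 level | Times: Fluo-8 loading 80 min at 37 °C plus 30 min room temperature | Signal: Intracellular calcium via Fluo-8 fluorescence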
M5 antag: antagonists of human muscarinic M5 receptor (CHRM5). P08912. CHO-hM5 cells, Fluo-8 calcium fluorescence, ACh EC80. inhibition, % at 3 µM. 360,000 tested, 0.59% active. AID 624040;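 active = inhibition above a per-plate cutoff, the mean of that plate's test compounds plus 3 SD, cut at about 27% in these data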;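 also: 0% = acetylcholine EC80 with DMSO and 100% = DMSO without agonist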
CHRM5 agonist: agonists of human muscarinic M5 receptor (CHRM5) | P08912 | CHO-K1 hM5 cells, Fluo-8 calcium fluorescence; 0% DMSO wells, 100% maximal acetylcholine response | activation, % at 3 µM | 360,000 tested, 0.19% active | AID 624037;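 active = activation above the run's mean over test compounds plus 3 SD, cut at about 23% in these data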;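 also: signal is peak over basal fluorescence ratio across the kinetic read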
M1 PAM: human CHRM1 positive allosteric modulation. AID 588819. CHO-K1 hM1, Fluo-8 calcium fluorescence, ACh EC20; 0% = ACh EC20, 100% = maximal ACh. 360,000 tested, 0.088% active. P11229. activation, % at 3 µM; in the data active = activation above about 19%, passing the limit was not always enough
Target sequence (P11229 whole entry, looked up): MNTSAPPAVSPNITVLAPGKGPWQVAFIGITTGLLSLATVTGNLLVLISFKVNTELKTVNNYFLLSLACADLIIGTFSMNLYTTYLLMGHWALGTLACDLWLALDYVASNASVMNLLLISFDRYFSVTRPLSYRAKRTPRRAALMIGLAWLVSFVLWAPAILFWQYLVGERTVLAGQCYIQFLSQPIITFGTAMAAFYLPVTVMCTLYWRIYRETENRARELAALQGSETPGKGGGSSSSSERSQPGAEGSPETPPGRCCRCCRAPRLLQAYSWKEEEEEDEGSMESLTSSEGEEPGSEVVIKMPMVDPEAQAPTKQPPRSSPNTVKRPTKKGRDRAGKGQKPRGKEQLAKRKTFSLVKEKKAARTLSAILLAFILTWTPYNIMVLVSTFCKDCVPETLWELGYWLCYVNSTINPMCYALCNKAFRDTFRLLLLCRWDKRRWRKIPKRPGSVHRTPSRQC
CRFR2-BP antag: blocks CRF-induced signaling of the CRF-BP/CRF-R2 complex; HEK293 CRF-R2/CRF-BP, CRF-induced calcium fluorescence; inhibition, % at 11.8 µM; 350,000 tested, 0.59% active; AID 588475;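 active = inhibition of the ligand-induced calcium signal above about 50% at the single tested concentration, limit read from the data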
CRFR2-BP ag: CRF-BP/CRF-R2 complex agonism; 350,000 tested, 0.46% active; HEK293 CRF-R2/CRF-BP, calcium dye fluorescence (FLIPR); percent of saturating CRF peptide response; activation, % at 13.2 µM;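 active = activation of at least 50%, plus an integration ratio under a set limit after plate pattern correction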;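 also: plate controls were neutral control wells without compound for no effect and CRF at EC100 for full effect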
CHRM4 antagonist: antagonists of human muscarinic M4 receptor (CHRM4) | CHO-hM4 cells, ACh EC80, Fluo-8 calcium fluorescence | P08173 | inhibition, % at 3 µM | 360,000 tested, 0.73% active | AID 624125;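 active = inhibition above its plate's cutoff, the mean inhibition of sample wells plus 3 SD, cut at about 27% in these data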;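 also: 0% = acetylcholine EC80 with DMSO and 100% = DMSO without agonist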
* marks the source's active call; other numbers are inactive results; / = not tested or not shown. An unsorted share of the library; any-hit rate near 2.6%.

Preview, 3 compounds:
CHRM4 PAM,CHRM4 agonist,CHRM5 PAM,M5 antag,CHRM5 agonist,M1 PAM,CRFR2-BP antag,CRFR2-BP ag,CHRM4 antagonist,canonical_smiles
8.5,-0.3,3.7,7.6,-2.3,17.8,3.0,0.0,6.3,CC(C)(C)OC(=O)N[C@@H](Cc1ccccc1)C(=O)N[C@@H](CO)[C@H](O)[C@@H]1C[C@@H]1C(=O)NC1CC1
5.9,0.4,-1.3,7.4,-2.0,13.8,-2.1,-0.8,-3.7,CCc1ccc(-c2nc(CS(=O)CC(=O)NCCCN3CCOCC3)c(C)o2)cc1 (stereo not given)
13.7,0.3,6.1,6.0,-0.4,4.1,19.2,-2.6,-4.5,CCOC(=O)c1[nH]c(=O)[nH]c1COC(=O)c1cc2ccccc2o1

The list itself, from the start:
CHRM4 PAM,CHRM4 agonist,CHRM5 PAM,M5 antag,CHRM5 agonist,M1 PAM,CRFR2-BP antag,CRFR2-BP ag,CHRM4 antagonist,canonical_smiles
8.5,-0.3,3.7,7.6,-2.3,17.8,3.0,0.0,6.3,CC(C)(C)OC(=O)N[C@@H](Cc1ccccc1)C(=O)N[C@@H](CO)[C@H](O)[C@@H]1C[C@@H]1C(=O)NC1CC1
5.9,0.4,-1.3,7.4,-2.0,13.8,-2.1,-0.8,-3.7,CCc1ccc(-c2nc(CS(=O)CC(=O)NCCCN3CCOCC3)c(C)o2)cc1 (stereo not given)
13.7,0.3,6.1,6.0,-0.4,4.1,19.2,-2.6,-4.5,CCOC(=O)c1[nH]c(=O)[nH]c1COC(=O)c1cc2ccccc2o1
-1.2,0.2,-2.8,3.2,2.4,-5.2,-35.9,1.1,7.4,COCCCNC(=O)C1CCN(S(=O)(=O)N(CC(C)C)CC(C)C)CC1
2.6,1.1,-7.8,12.5,-2.6,4.2,4.8,-0.8,2.1,O=C(NNC(=O)c1ccc(NC(=O)c2ccccc2)cc1)c1ccc(F)cc1
8.6,3.4,-4.1,-0.6,-9.6,10.0,7.2,1.9,3.8,Cc1ccc(C23CC4CC(CC(NC(=O)N5CCN(C)CC5)(C4)C2)C3)cc1
-1.4,0.5,-1.0,1.3,-1.5,1.7,-11.4,1.1,-15.3,CC(=O)c1ccc(OCC(O)CN2CCCC(C)C2)cc1 (stereo not given)
4.7,0.9,1.6,1.3,0.1,5.2,4.3,0.9,3.3,O=C(/C=C/c1cc([N+](=O)[O-])ccc1OC(F)F)Nc1cccc([N+](=O)[O-])c1
-4.0,0.1,-8.2,15.3,-10.4,-15.1,-2.9,-0.1,10.8,CCN1CCN(C2CCCCC2NS(=O)(=O)c2ccccc2)CC1 (stereo not given)
-1.5,0.0,-0.7,-0.1,-0.2,4.7,24.9,1.5,-10.6,CCN(CC)CCCNC(=O)Cn1ncc2c(=O)oc3ccc(C)cc3c21
3.2,-0.4,0.6,1.7,-0.6,5.6,-4.5,-1.0,0.5,COc1ccc(CC(=O)NNC(=O)CSc2nnc(C)n2-c2ccccc2)cc1
-7.0,-1.0,5.6,-2.2,0.7,5.3,13.6,-2.4,2.0,CCOc1ccc(Br)cc1C(=S)N1CCCC1
4.6,0.1,4.5,-14.8,1.1,4.0,-2.5,-1.9,-2.1,O=C(O)C1Cc2ccccc2CN1C(=O)COc1ccc(Cl)cc1Cl (stereo not given)
-3.8,0.6,-0.6,14.2,-5.0,0.4,11.2,2.1,17.5,ClC(Cl)(Cl)c1nc2ccccc2n2nncc12
2.7,0.7,7.7,-2.8,1.2,9.7,25.0,-0.2,1.4,Cc1cccc(NC(=O)CSc2nc(COc3ccccc3)nc3ccccc23)c1C
-2.9,1.7,-7.0,10.4,0.0,-1.7,-2.0,-2.6,8.7,COc1ccc([C@H]2CC(=O)C=C(c3ccc(C)cc3)C2)cc1
-3.2,1.9,11.8,15.4,-1.8,3.5,21.4,-1.3,17.6,Cc1nn(C)c(Oc2ccccc2)c1[N+](=O)[O-]
-7.8,9.0,-8.9,11.5,5.9,4.3,64.0*,-3.4,8.4,Cc1ccc(NC(=O)COC(=O)c2cccnc2Cl)cc1S(=O)(=O)N1CCOCC1
-12.7,17.1,-15.5,12.6,0.5,-11.1,-26.0,0.8,-5.2,Cc1csc(NC(=O)CSc2nc(C(C)C)nc3c2c(=O)n(C)c(=O)n3C)n1
8.0,1.3,2.6,-3.7,1.2,9.6,0.9,0.8,-2.8,COc1ccc(CCN2C(=O)NC(NC(=O)CCc3ccccc3)(C(F)(F)F)C2=O)cc1OC (stereo not given)
6.7,1.3,-9.2,-7.5,-4.5,2.1,7.5,-0.8,2.2,CCOc1cc(NC(=O)c2cccs2)c(OCC)cc1NC(=O)CCC(=O)NCCN1CCOCC1
-2.4,4.2,2.1,-1.8,5.1,4.2,-4.7,3.5,-14.9,O=C(CCc1nc2sc3c(c2c(=O)[nH]1)CCCC3)Nc1cccc(Cl)c1
-7.2,2.6,-3.0,-7.7,2.2,9.1,10.6,0.0,3.2,Cc1[nH]c2ccc(-c3n[nH]c(=S)n3C)cc2c1C
8.0,0.8,1.9,-0.1,-1.2,5.2,45.1,-2.2,-6.5,CCOC(=O)c1oc2c(CN3CCN(C)CC3)c(O)ccc2c(=O)c1-c1ccccc1OC
3.7,0.7,-2.7,3.6,2.9,5.0,2.9,-1.6,-7.1,NC(=O)c1ccc(NC(=O)CNc2cc(S(=O)(=O)N3CCOCC3)ccc2N2CCCC2)cc1
-1.4,2.7,-4.2,-0.3,-0.8,5.5,-6.2,4.6,-20.9,COc1cc2ccccc2cc1-c1nnc(COc2ccccc2)o1
0.4,1.0,0.3,0.7,0.2,-0.2,/,/,-7.8,CC(C)=CCn1c2ccc(NC(=O)NCc3ccc(F)cc3)cc2c(=O)n1C
1.7,0.7,-3.3,0.2,0.2,9.3,6.3,-1.0,-7.5,COC(=O)C(CCSC)NC(=O)c1cc2c(n(-c3ccc(C)cc3)c1=O)CCCC2=O (stereo not given)
-4.1,-0.2,1.8,0.9,0.5,-4.2,5.7,-0.1,8.2,CCN(CC)C(=O)[C@H]1C[C@H](CC(=O)NCC23CC4CC(CC(C4)C2)C3)C(=O)N2CCc3c([nH]c4cc(-c5ccco5)ccc34)[C@]12C
-11.8,3.4,-7.8,-1.4,-1.1,0.0,-7.2,-0.6,6.0,Cc1ccc(C)c(CN2C(=O)c3ccccc3S(=O)c3ccc(C(=O)N4CCN(c5ccccn5)CC4)cc32)c1 (stereo not given)
-2.2,0.1,2.3,-0.1,0.3,3.2,-11.4,-2.6,9.8,O=C1CCC(C(=O)Nc2cccc(C(F)(F)F)c2)N1 (stereo not given)
4.6,0.8,2.5,0.9,-1.9,3.4,-7.3,-0.1,-11.5,Cc1c(OC(C)C(=O)O)ccc2c(-c3ccccc3)cc(=O)oc12 (stereo not given)
1.9,5.5,7.9,-2.4,7.4,4.4,-9.2,2.0,-6.0,CCCCc1ccc(CC(=O)Nc2cc(S(=O)(=O)N3CCOCC3)ccc2O)cc1
0.9,1.3,1.7,-1.8,-2.3,2.9,-3.5,-0.1,3.2,Cc1ccc(S(=O)(=O)N2CCOCC2)cc1NC(=O)CNCc1ccccn1
-2.3,1.0,-5.0,5.0,2.1,2.8,-21.1,-0.1,1.8,CC(C)(C)c1nnc(NC(=O)CCC2CCCCC2)s1
6.5,-0.1,1.1,6.5,-3.2,7.5,11.4,1.4,0.5,O=C(CSc1nnnn1-c1ccc(Cl)c(C(=O)O)c1)NC(c1ccccc1)c1ccccc1
14.5,0.4,0.7,0.2,-0.4,-7.4,-5.6,0.8,9.3,CC(=O)Nc1cccc(NC(=O)c2ccco2)c1
-5.2,-0.2,5.9,-4.1,5.5,3.0,-2.8,0.1,16.4,Cc1csc(NC(=O)CN2C(=O)c3ccccc3C2=O)c1C(N)=O
-3.8,0.3,-8.0,1.1,-2.1,-1.6,-10.2,3.9,-0.7,O=C(O)C1CC(O)CN1c1nc(Cl)ccc1[N+](=O)[O-] (stereo not given)
14.6,4.1,1.3,-1.7,7.9,5.2,-52.4,0.2,-12.4,CNc1nc(NCc2ccccc2)nc(N)c1[N+](=O)[O-]
8.4,2.1,-1.3,11.2,0.8,6.6,-0.6,2.8,-8.9,Cc1cccc(-c2oc3ccccc3c2-c2ccc3c(c2)OCO3)c1
-2.7,0.1,3.4,2.4,-2.6,8.2,1.7,4.1,0.5,CS(=O)(=O)N(CCc1ccccc1)CC(=O)NCc1ccccc1
5.6,-0.1,13.5,-18.8,0.1,4.0,-2.5,1.9,-14.6,COc1ccc(-c2ccc3oc(-c4ccc(OC)cc4)c(-c4cc(OC)c(OC)c(OC)c4)c3c2)cc1
-2.0,0.3,0.0,17.3,0.7,10.9,-5.9,1.0,6.0,CC1(C)Cc2c(c(N3CCOCC3)nc3sc(C(=O)Nc4ccc(Cl)cc4)c(N)c23)CO1
19.2*,0.9,0.8,-2.6,0.9,11.3,-39.2,-1.8,0.2,CC(NC(=O)Cn1c(=O)[nH]c2ccsc2c1=O)C12CC3CC(CC(C3)C1)C2 (stereo not given)
7.7,1.4,4.9,-2.4,1.6,1.9,-0.1,-1.4,-8.2,Cc1ccc(S(=O)(=O)N2CCN(C(=O)CN3C(=O)c4ccccc4C3=O)CC2)c(C)c1
5.2,1.4,1.9,8.6,-0.1,-1.9,10.3,-3.2,5.8,COC(C[C@@H](O)C[C@H](O)[C@H](C)OCc1ccccc1)OC
1.9,0.9,2.5,-0.5,0.8,6.8,-14.1,0.6,1.1,CCOC(=O)c1c(C)oc2ccc(OCC(N)=O)cc12
-11.8,14.5,-9.6,9.9,-0.7,-16.5,17.3,-3.7,7.4,Cc1cc(C(=O)Nc2cccc(-c3ccc(N4CCOCC4)nn3)c2)ccc1[N+](=O)[O-]
-0.2,-0.8,-2.1,-1.1,-2.8,6.8,/,/,5.7,c1ccc(-c2nc(NCC3CC3)nc3ccsc23)cc1

More records follow:
CHRM4 PAM,CHRM4 agonist,CHRM5 PAM,M5 antag,CHRM5 agonist,M1 PAM,CRFR2-BP antag,CRFR2-BP ag,CHRM4 antagonist,canonical_smiles
6.1,1.3,5.4,0.2,1.9,12.9,-9.9,0.7,-5.5,O=C(COC(=O)c1ccc2c(=O)n3c(nc2c1)CCC3)NC1CCS(=O)(=O)C1 (stereo not given)
5.7,-1.0,12.4,1.4,-7.8,5.0,7.5,3.4,-1.2,Cc1nc(N(C)Cc2ccccc2)c2nnn(Cc3ccccc3)c2n1
-4.3,1.6,-0.1,3.1,-1.9,14.0,9.3,0.2,-1.5,NC(=O)C1CCN(C(=O)COc2ccc3ccccc3c2Br)CC1
2.8,1.4,5.9,-2.0,-1.8,5.3,11.0,-0.2,-2.9,N#Cc1ccc(Cn2c(=O)c(C#N)c3n(c2=O)CCC3)cc1
0.6,1.2,-7.4,8.4,-4.0,-9.0,-15.2,-0.1,-6.3,c1ccc(-c2ncc(-c3ccn[nH]3)s2)cc1
-5.7,0.6,-1.9,16.0,-3.5,8.1,-18.0,0.3,5.0,CCC(CC)c1nnc(NC(=O)CCc2ccccc2OC)s1
-1.6,0.0,4.9,7.7,-1.1,-0.4,4.8,-0.8,-2.0,Cc1cc(C)nc(NCCO)n1
-5.8,-0.7,0.8,-5.5,-2.8,9.2,-7.8,-0.2,4.8,COC(=O)CSc1nnc(-c2ccccc2O)n1-c1ccc(C)cc1
-3.9,10.5,-9.7,11.7,0.6,0.6,7.7,0.5,-12.4,Cc1ccc(NC(=O)COC(=O)CCC2CCCC2)cc1S(=O)(=O)N1CCOCC1

Compound activity deposited in PubChem by several laboratories.
